Compound activity (PubChem BioAssay)
p53ts 32C tox: cytotoxicity in p53ts cells at permissive temperature; H1299-p53A138V at 32C, ATP luminescence viability, 24 h; Potency, µM (series often up to 46.1 µM), without a hit: at the highest dose activity change, negative = cytotoxicity, actives largely listed as cytotoxic; 130,000 compounds, 0.93% hits; AID 924;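 also: 0% = DMSO and -100% = full killing by reference compound; nearly all actives have a fitted effect of over 55% in size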
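ATP-content luminescence (ATPlite) read-out after 24 h compound exposure at 32C in H1299-p53A138V cells (600/well). Tested up to 46 uM. Normalized to DMSO (0%) and 100 uM tamoxifen (100% killing); Hill-fit AC50.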
Peg3 imprint: induces erasure of genomic imprints in mouse ES cells; AID 1948; Potency, µM (highest dose often 60.7 µM), inactives show at the top dose activity change, positive = activation, most hits filed as activators; mouse ES Peg3-LacZ reporter, beta-gal luminescence, 40 h; 110,000 compounds, 0.02% hits;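 also: 0% = negative control wells on the plate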
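Gelatin-coated wells received 300 freshly trypsinized female ES cells with a Peg3LacZ-Neo reporter on the maternal allele, then incubated 40 hours at 37C. BetaGlo was added for 5 minutes at room temperature before a single luminescence read.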
p53ts 39C tox: cytotoxicity in p53ts cells at nonpermissive temperature | 130,000 compounds, 1.5% hits | AID 902 | H1299-p53A138V viability at 39C, ATP luminescence, 24 h | Potency, µM (series often up to 46.1 µM), without a hit: at the highest dose activity change, negative = cell killing, usual class: cytotoxic; also: nearly all actives have a fitted effect of over 55% in size
IkB sig inh: inhibitors of IkB signaling in ABC-DLBCL cells; ABC-DLBCL IkBa-CBG/CBR dual luciferase ratio, 4 h; response scale: scaled: untreated 0%, proteasome inhibitor 100%; Potency, µM (doses to about 57.1 µM), inactives show at the highest dose IkBa stabilization activation; 110,000 compounds, 0.04% hits; AID 445; active = well fitted curve in the direction sought with a large enough effect in the signal ratio, not every such curve was filed as active; inconclusive = small, poorly fitted or top-dose-only effect, or a change in a side signal; the % refers to the signal ratio;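 also: the direction sought is a rising ratio; 0% = basal untreated cells and 100% = reference inhibitor full response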
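Curves were fitted separately to fusion (green), unfused (red) and ratio luminescence, then classed by r2, magnitude and activity. Cells: OCI-Ly3, 4 h compound plus doxycycline at 37C; 10 uM MG-132 defined full response.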
* hit, by the source's call; ? = inconclusive; . = no result given; [ ] = another dose, or the depositor's remark. Unless noted, calls follow the shape of the dose curve; as a rule, active = well fitted curve in the direction sought with a large enough effect; inconclusive = small, poorly fitted or top-dose-only effect, or another doubt; inactive = no such curve, though single readings can be large; an effect the other way counts as inactive or inconclusive. Unless noted, % is scaled to controls: 0 for no effect and ±100 for the full control effect; potency is read from the fitted curve at half-maximal effect.

SMILES,p53ts 32C tox,Peg3 imprint,p53ts 39C tox,IkB sig inh
CCC1CN(C(=O)Nc2ccccc2F)c2cc(C)ccc2O1 (stereo not drawn),-1%,-7%[10.9 µM],?,?
CN(C)CCCCNC(=O)c1ccc(-n2c(=O)c(=O)[nH]c3ccccc32)cc1,-10%,.,-7%,.
COc1cccc(-c2nc3cc(C)ccc3o2)c1,?,-91%[inhibitor],?,?
CCCNC(=O)Cn1c(=O)cc(C)c2c(C)nn(-c3cccc(F)c3)c21,15%,-17%[10.9 µM],34%[activator],0.1%
Cc1ccccc1N1CCN(C(=O)CN2C(=O)c3ccccc3C2=O)CC1,-8%,1%,-1%,-2.4%
N=c1ccn(Cc2cccc(Cl)c2)cc1,-4%,-19%,-2%,4.0%
CCn1c(SCc2ccc(C)cc2)nnc1-c1cnccn1,2%,-8%,-1%,-1.3%
c1ccc(Cn2nnc3c(Nc4ccc5c(c4)OCO5)nc(C4CC4)nc32)cc1,-28%,-20%,?,-0.2%
Cc1noc(C)c1CSc1nnc(-c2cc(Cl)ccc2Cl)n1N,8%,-15%,-11%,1.8%
CCOCCCNC(=O)C1CCN(S(=O)(=O)CC)CC1,17%,-1%,6%,1.5%
Cc1ccc(Cl)cc1NC(=O)Cn1c(=O)oc2cc(S(=O)(=O)N3CCCC3)ccc21,?,-8%[10.9 µM],5%,?
CO/N=C(\C(=O)N[C@@H]1C(=O)N2C(C(=O)O)=C(COC(C)=O)CS[C@H]12)c1csc(N)n1 (stereo in doubt),5%,-7%,-2%,.

(further entries)
SMILES,p53ts 32C tox,Peg3 imprint,p53ts 39C tox,IkB sig inh
COc1ccc(N2CCN(C(=O)Cn3cnc4sc(C)c(S(=O)(=O)N5CCCCC5)c4c3=O)CC2)cc1,-1%,-6%[10.9 µM],26%,0.5%
COc1ccc(NC(=O)Cc2ccccc2)cc1,-7%,.,3%,.
Cc1ccc2cccc(OC(=O)c3ccc4c(c3)OCCO4)c2n1,5%,.,0%,?
O=S(=O)(O)[C@@H](c1ccccc1)[C@@H](O)c1ccccc1,8%[9.22 µM],.,-4%[9.22 µM],0.1%[11.4 µM]
CC(=O)Nc1cc2c(=O)n(Cc3ccccc3)c(C)nc2cc1N1CCOCC1,-4%,-11%,12%,-0.6%
Cc1nc2ncnn2c(C)c1CCC(=O)Nc1ccc(S(=O)(=O)N2CCCCCC2)cc1,4%,-32%[inhibitor],10%,3.1%
Cc1ccc2cc(CCNC(=O)C(C)C)c(=O)[nH]c2c1,8%,8%,17%,-2.1%
COc1ccc(Oc2ncc3nc(-c4ccc(OC)cc4)c(=O)n(C4CC4)c3n2)cc1,0%,0%,-6%,-0.6%[11.4 µM]
Cc1cc(NC(=O)CCN2C(=O)c3ccccc3C2=O)no1,-20%,-5%,-16%,-1.3%
CCCOC(=O)c1c(NC(=O)C2c3ccccc3Oc3ccccc32)sc2c1CCC(C)C2 (stereo not drawn),1%,-10%[10.9 µM],27%,8.8%
CC(C)CNC(=S)NNC(=O)c1ccco1,-4%,.,31%[activator],.
CCOC(=O)c1c(NC(=O)c2ccoc2C)sc2c1CCC2,4%,0%,6%,1.7%

Next structures:
SMILES,p53ts 32C tox,Peg3 imprint,p53ts 39C tox,IkB sig inh
COc1ccc(CCNS(=O)(=O)c2ccc3c(c2)oc(=O)n3C)cc1OC,9%,-7%,10%,-0.6%
O=C1C(Cl)=C(N2CCN(Cc3ccccc3)CC2)C(=O)N1c1ccccc1,2%,-22%,3%,1.6%
CC(=O)c1ccc(NC(=O)COC(=O)c2ccccc2Sc2ccccc2C#N)cc1,20%,.,0%,.
COc1ccc(OCC(=O)Nc2cccc(-c3nc4ccccc4s3)c2C)cc1,?,-21%[10.9 µM],-30%,3.3%
Cc1nc(CSc2nnc3scc(-c4ccccc4)n23)cs1,4%,-11%,-1%,-2.4%
CC1CN(S(=O)(=O)c2ccc(Cl)c(C(F)(F)F)c2)CC(C)O1 (stereo not drawn),-2%,24%,-20%,-1.1%
Cc1c(NS(=O)(=O)c2cccs2)c(=O)n(-c2ccccc2)n1C,18%,.,0%,0.3%
CCOC(=O)N1CCC(NS(=O)(=O)c2ccc3c(c2)OCC(=O)N3)CC1,10%,9%,12%,3.4%
COc1ccc(CNC(=O)c2ccc(NS(=O)(=O)c3c(C)noc3C)cc2)cc1,-19%,-4%,-5%,0.7%
CCOc1ccccc1NC(=O)Cc1csc(COc2cccc(C)c2)n1,-14%,-12%[10.9 µM],-17%,0.5%
COc1ccc(CCn2c(N)c(C(=O)NCc3ccco3)c3nc4ccccc4nc32)cc1OC,15%,-23%,0%,?
CCC(=O)N(c1ccc(F)cc1)C1C=CS(=O)(=O)C1 (stereo not drawn),2%,26%,-1%,-1.6%

Look-ups from the results shown.
CC1CN(S(=O)(=O)c2ccc(Cl)c(C(F)(F)F)c2)CC(C)O1 (stereo not drawn) in Peg3 imprint: 24%
COc1cccc(-c2nc3cc(C)ccc3o2)c1 in Peg3 imprint: -91%[inhibitor]
COc1ccc(CCNS(=O)(=O)c2ccc3c(c2)oc(=O)n3C)cc1OC in p53ts 39C tox: 10%
Cc1ccc2cc(CCNC(=O)C(C)C)c(=O)[nH]c2c1 in IkB sig inh: -2.1%
Cc1cc(NC(=O)CCN2C(=O)c3ccccc3C2=O)no1 in IkB sig inh: -1.3%

Continuation.
SMILES,p53ts 32C tox,Peg3 imprint,p53ts 39C tox,IkB sig inh
CN1C(=O)N(C)C2(c3ccccc3)N(C)C(=O)NC12c1ccccc1 (stereo not drawn),-8%,-4%,5%,1.9%
COCC(=O)Nc1nc2n(n1)C(c1ccc(OC)cc1)CC(c1ccc(OC)cc1)N2 (stereo not drawn),7%,-5%,8%,0.7%
Cn1c(=O)c2c(nc(N3CCOCC3)n2CC(=O)C23CC4CC(CC(C4)C2)C3)n(C)c1=O,6%,-8%,-2%,-2.5%
CCCCN(CCCC)CCNC(=O)c1cn(CC)c2ccc(S(=O)(=O)N3CCc4ccccc4C3)cc2c1=O,-6%,3%[10.9 µM],-4%,?
Cc1ccc(-c2noc(CN3CCN(c4ccccc4F)CC3)n2)cc1,-7%,-13%,-11%,1.7%
O=c1cnc2cnc(N3CCNCC3)nc2n1C1CC1,8%,?,-3%,0.3%[11.4 µM]
Cc1cc(NC(=O)Nc2ccc(F)c(Cl)c2)no1,2%,-4%,5%,-1.5%
Cc1ccc(N2Cc3ccccc3OC(C)C2=O)cc1 (stereo not drawn),2%,-8%,-7%,3.6%
COc1ccccc1-n1nnnc1SCc1ccccc1,4%,-4%,2%,-0.5%
COc1ccc(-c2onc(C)c2C)cc1S(=O)(=O)NCCc1ccccc1,35%[activator],-9%[10.9 µM],0%,4.6%
O=C(c1ccc2c(c1)OCCO2)C1CCN(C(=O)c2ccc(F)cc2)CC1,-11%,-18%,-14%,4.0%
CCCCn1c(=NC(=O)c2c(-c3c(F)cccc3Cl)noc2C)c(C(=O)OCC)cc2c(=O)n3ccccc3nc21,-2%,10%[10.9 µM],-1%,0.1%

Next part.
SMILES,p53ts 32C tox,Peg3 imprint,p53ts 39C tox,IkB sig inh
Cc1nn(CCO)c2c1C(=O)CCC2,3%,.,6%,.
CCc1ccccc1NC(=O)CSc1nnc(CC)c(CC)n1,6%,3%[10.9 µM],0%,-0.8%
CNC(=O)c1ccc(Nc2nnc(-c3ccc(C)c(S(=O)(=O)N(C)C)c3)c3ccccc23)cc1,2%,-16%[10.9 µM],-5%,-1.2%
Cc1ccc(C(=O)OCC(=O)c2ccc(Cl)s2)s1,4%,-7%,-9%,0.8%
CCN(C(=O)c1cc2cc3ccc(OC)cc3nc2o1)c1cccc(C)c1,-9%,-12%[10.9 µM],-16%,1.5%
Cc1ccc(CN(C(=O)c2ccccc2[N+](=O)[O-])c2ccccn2)cc1,-1%,-12%[10.9 µM],-15%,?
Cc1ccc(-c2ccc(OCC(=O)N3CCOCC3)cc2)cc1,-30%,-14%,-21%,0.4%
O=C(NCc1ccccc1)N1CCC(c2nc3ccccc3[nH]2)CC1,-7%,-3%,-8%,3.3%
COc1cc2c(cc1NC(=O)COC(=O)CNS(=O)(=O)c1ccc(C)cc1)oc1ccccc12,-14%,.,9%,.
O=C(Nc1ccc(F)cc1F)c1ccco1,-6%,-7%,12%,5.6%
CC(=O)Nc1ccc(Nc2ncnc3c2cnn3-c2ccccc2)cc1,-4%,.,-22%,.
Cc1ccc(N2C(=O)CSC23C(=O)N(CC(=O)Nc2ccc(C(C)C)cc2)c2ccccc23)cc1C (stereo not drawn),11%,-13%[10.9 µM],8%,2.9%

More structures follow:
SMILES,p53ts 32C tox,Peg3 imprint,p53ts 39C tox,IkB sig inh
Cn1c(=O)c2c(nc(NC3CCCCC3)n2CC(=O)C23CC4CC(CC(C4)C2)C3)n(C)c1=O,21%,-19%,0%,?
CN(c1cccc(NC(=O)c2ccccc2N(C)S(C)(=O)=O)c1)S(C)(=O)=O,0%,-1%,5%,1.8%
COc1ccc(C2CC(c3cccc(OC)c3)n3nc(N)nc3N2)cc1 (stereo not drawn),3%,-7%,-13%,1.4%
COc1c(-c2coc3cc4c(cc3c2=O)CC(OC(C)=O)C(C)(C)O4)ccc2c1C=CC(C)(C)O2 (stereo not drawn),4%,-25%,-2%,.
O=C(NC1CS(=O)(=O)CC1NCc1ccccc1)c1ccccc1 (stereo not drawn),6%,-7%,3%,-0.3%
COc1ccc(C2C3=C(CC(C)(C)CC3=O)N(CCN3CCOCC3)C3=C2C(=O)CC(C)(C)C3)cc1,5%,-12%,-12%,1.2%
O=C(NCCCN1CCN(c2ccccc2)CC1)c1ccc2nc(CCc3ccccc3)oc2c1,-23%,-18%[10.9 µM],-23%,?
CC(=O)c1ccc(S(=O)(=O)N2CCn3cccc3C2c2ccc(F)c(F)c2)cc1 (stereo not drawn),-8%,-6%[10.9 µM],-14%,?
Cc1nc(NCCCn2ccnc2)c2oc3ccccc3c2n1,-7%,1%,-10%,-2.9%

One compound at a time, as listed above. Order of screens: p53ts 32C tox | Peg3 imprint | p53ts 39C tox | IkB sig inh
COc1ccc(C2C3=C(CC(C)(C)CC3=O)N(CCN3CCOCC3)C3=C2C(=O)CC(C)(C)C3)cc1 is entered as 5% | -12% | -12% | 1.2%
O=C(NC1CS(=O)(=O)CC1NCc1ccccc1)c1ccccc1 (stereo not drawn) is entered as 6% | -7% | 3% | -0.3%
COc1ccc(C2CC(c3cccc(OC)c3)n3nc(N)nc3N2)cc1 (stereo not drawn) is entered as 3% | -7% | -13% | 1.4%
Cn1c(=O)c2c(nc(NC3CCCCC3)n2CC(=O)C23CC4CC(CC(C4)C2)C3)n(C)c1=O is entered as 21% | -19% | 0% | ?

Sorted by molar mass (descending): some entries from above.
SMILES,p53ts 32C tox,Peg3 imprint,p53ts 39C tox,IkB sig inh
COc1ccc(CNC(=O)c2ccc(NS(=O)(=O)c3c(C)noc3C)cc2)cc1,-19%,-4%,-5%,0.7%
O=C(NCc1ccccc1)N1CCC(c2nc3ccccc3[nH]2)CC1,-7%,-3%,-8%,3.3%
N=c1ccn(Cc2cccc(Cl)c2)cc1,-4%,-19%,-2%,4.0%
